# EBI2 antag: EBI2 receptor antagonists, beta-arrestin recruitment, primary screen, cell-based, luminescence, 7a,25-OHC stimulation, uHTS. inhibition, % at 5 µM. AID 651636, 2012. G-protein coupled receptor 183 (Homo sapiens), P32249. hit rate 0.81% among 360,000. 7a,25-OHC stimulated; in the data active = inhibition above about 38%;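 note: enzyme fragment complementation signal reports receptor beta-arrestin coupling in cells; 0% = agonist plus DMSO wells and 100% = wells without agonist; some results beyond the cut were filed as inactive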
# Target sequence (P32249 whole entry, looked up, the tested form may be a part): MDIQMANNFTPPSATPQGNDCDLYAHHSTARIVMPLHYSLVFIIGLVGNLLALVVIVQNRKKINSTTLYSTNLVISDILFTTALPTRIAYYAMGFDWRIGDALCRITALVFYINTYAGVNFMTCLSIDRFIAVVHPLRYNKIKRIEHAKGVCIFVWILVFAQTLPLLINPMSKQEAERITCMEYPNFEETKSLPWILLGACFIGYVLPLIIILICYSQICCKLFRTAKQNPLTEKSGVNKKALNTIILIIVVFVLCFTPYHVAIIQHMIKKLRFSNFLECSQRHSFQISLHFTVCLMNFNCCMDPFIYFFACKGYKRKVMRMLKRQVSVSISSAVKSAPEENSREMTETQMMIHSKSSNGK
# CXCR6 inh: CXCR6 receptor inhibitors, primary screen, cell-based, beta-arrestin, luminescence, CHO-K1 PathHunter, 1536-well. C-X-C chemokine receptor type 6 (Homo sapiens), O00574. inhibition, % at 20 µM. hit rate 0.36% among 360,000; in the data active = inhibition above about 34%, passing the limit was not always enough;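 note: antagonist mode with CXCL16 agonist at 10 nM final; 0% = 10 nM CXCL16 with DMSO and 100% = unstimulated wells without agonist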
# Target sequence (O00574 whole entry, looked up): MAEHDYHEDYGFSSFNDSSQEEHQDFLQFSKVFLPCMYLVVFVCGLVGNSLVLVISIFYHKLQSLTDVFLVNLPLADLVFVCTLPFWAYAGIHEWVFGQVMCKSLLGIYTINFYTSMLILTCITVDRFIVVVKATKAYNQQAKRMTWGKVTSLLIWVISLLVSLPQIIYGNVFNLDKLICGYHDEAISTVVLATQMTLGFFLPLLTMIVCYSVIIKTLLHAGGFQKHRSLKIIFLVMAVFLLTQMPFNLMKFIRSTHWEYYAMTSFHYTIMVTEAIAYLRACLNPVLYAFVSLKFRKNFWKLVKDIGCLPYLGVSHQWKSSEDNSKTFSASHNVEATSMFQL
# Numbers without * were called inactive. The list is partial (hit frequency here may not be typical).
SMILES,EBI2 antag,CXCR6 inh
C[C@@H]1CN([C@H](C)CO)C(=O)CCCn2cc(nn2)CO[C@H]1CN(C)C(=O)Nc1cccc(C(F)(F)F)c1,0,0
O=C(O)CC(C(=O)O)C(=Cc1ccccc1)c1ccccc1 (stereo not given),5,0
CCCS(=O)(=O)NC(=O)C1(C)CCCN(C(=O)c2cccc(C(F)(F)F)c2)C1 (stereo not given),-6,-7
Cn1c(=O)c2cc(NC(=O)NCc3ccc(F)cc3)ccc2n1C,-15,-16
COc1ccccc1N(CC(=O)N1CCN(Cc2ccccc2)CC1)S(=O)(=O)c1ccccc1,1,8
COc1cc(-c2nnc(COC(=O)c3ccc([N+](=O)[O-])o3)o2)cc(OC)c1OC,-2,-14
COc1cccc(C(NC(C)=O)c2nc(-c3cccc4cccnc34)cs2)c1 (stereo not given),-5,1
COC(=O)c1ccccc1COc1cccn2c(N(C)Cc3cccs3)c(C)nc12,29,13
CC(CNC(=O)CC[C@H]1O[C@@H](n2cnc3c(NC(=O)c4ccccc4)ncnc32)[C@H](O)[C@@H]1O)c1ccccc1 (stereo not given in full),-6,-4
CCNC(=O)C1(C)CCCN(C(=O)COCc2ccccc2)C1 (stereo not given),-7,-6
Cc1cc2c(=O)[nH]c(N)nc2[nH]1,-4,-5
Clc1ccc(-c2nc3ccc(Cl)cn3c2Cc2ccsc2)cc1,-2,-1

# The final 5 entries of the part before come first, to join the parts:
SMILES,EBI2 antag,CXCR6 inh
COC(=O)c1ccccc1COc1cccn2c(N(C)Cc3cccs3)c(C)nc12,29,13
CC(CNC(=O)CC[C@H]1O[C@@H](n2cnc3c(NC(=O)c4ccccc4)ncnc32)[C@H](O)[C@@H]1O)c1ccccc1 (stereo not given in full),-6,-4
CCNC(=O)C1(C)CCCN(C(=O)COCc2ccccc2)C1 (stereo not given),-7,-6
Cc1cc2c(=O)[nH]c(N)nc2[nH]1,-4,-5
Clc1ccc(-c2nc3ccc(Cl)cn3c2Cc2ccsc2)cc1,-2,-1
CCN1CCCC1CNC(=O)c1ccc2c(c1)NC(=O)/C(=C\c1ccccc1Cl)S2 (stereo not given),-10,-2
Cc1ccc(-n2c(=O)c3c(c4cc(C)ccc4n3C)n(CC(=O)NCC3CCCO3)c2=O)cc1 (stereo not given),-2,-2
CNc1cncc(-c2ccccc2CO)n1,-19,-4
C(=C\c1ccccc1)/CN1CCN(C(c2cccs2)c2nnnn2Cc2ccccc2)CC1 (stereo not given),33,4
O=C(COc1ccccc1)NC(=S)Nc1cccc2c(O)cccc12,-15,-3
CSc1ncnc2c1ncn2CCCNc1ccc(C)c(C)c1,-8,-3
Cc1onc(-c2c(F)cccc2Cl)c1C(=O)Oc1ccccc1,5,3
COc1cc(NC(=O)c2cc(-c3ccc(F)cc3OC(C)C)n[nH]2)cc(OC)c1OC,5,-4
CC1C(=O)N(Cc2cn(CCC3OCCO3)nn2)CCS(=O)(=O)N1Cc1ccc(-c2ccncc2)cc1 (stereo not given),-5,5
Cc1ccc(-c2nc3c4ccccc4ccn3c2Cc2ccsc2)cc1,4,5
COc1ccc(-c2csc(NC(=O)CS(=O)(=O)c3ccccc3)n2)c(OC)c1,-1,1
CC(C)N1CCC(C)(C(=O)Nc2ccc(-n3cccc3)cc2)C1 (stereo not given),-3,-1
CCN(CC)CCn1c(=S)[nH]c2cc(C(=O)NCCc3ccc(OC)c(OC)c3)ccc2c1=O,14,6
COc1cc(CC(=O)C(=O)O)oc(=O)c1,-2,0
CCCNC(=O)C1CC(=O)N(c2ccc(OCc3ccccc3)cc2)C1 (stereo not given),8,0
CC(C)(C)C(=O)N1CCC2CC1c1cc(-c3ccc4c(c3)OCO4)ccc12 (stereo not given),12,11
CC(C)N1CCCC(C)(C(=O)Nc2ccc3c(c2)OCO3)C1 (stereo not given),-9,0
OC1CCC2CN3CCc4c([nH]c5ccccc45)C3CC2C1 (stereo not given),4,-2
CCCCCCN1C[C@H](n2cc(COC(=O)c3ccccc3)nn2)[C@@H](O)C[C@@H]1c1ccc(OC)cc1,6,1
CCOC(=O)[C@]12CCCC=C1N(Cc1cccc3ccccc13)C(=O)[C@H](CC(=O)NCc1cccc3ccccc13)C2,10,3
Cc1ccccc1NC(=O)C(C)OC(=O)CCC(=O)c1ccccc1 (stereo not given),1,4
Cc1cc(C)c(C(=O)Nc2ccc3c(c2)OCCO3)c(C)c1,2,2
CNC[C@H]1OCc2ccccc2-c2ccccc2C(=O)N([C@H](C)CO)C[C@H]1C,5,9
COc1ccc(C(=O)N2CCC2(C)C(=O)NC(C)C)cc1 (stereo not given),0,1
Cn1cc(Cc2ccc(C(=O)NC34CC5CC(CC(C5)C3)C4)cn2)c2ccccc21,15,5
Cc1cc2nc(-c3cccc(Cl)c3)c(Cc3ccsc3)n2c(C)c1Br,-4,1
CCCCCCCCCCC(C(=O)O)C1(C(=O)O)CCC(=O)O1 (stereo not given),-1,2
CC(C)CC(N)c1csc(NC(=O)C(c2ccccc2)c2ccccc2)n1 (stereo not given),-7,-8
C[C@@H]1OC(C2CCCCC2)N(C)[C@H]2C[C@H]3c4[nH]c5ccccc5c4CCN3C[C@@H]12 (stereo not given in full),-17,-1
CN(C)CCNC(=O)c1cccc(-c2cnc3c(NC=O)cc(-c4cccs4)cn23)c1,-12,-1
CCOc1ccc(Cl)cc1-c1cc(C(=O)NCc2ccccc2OC)[nH]n1,-1,6
COc1cc(NC(=O)CSc2nc3[nH]ncc3c(=O)n2-c2ccccc2)cc(OC)c1OC,-14,0
CCCN1CCN(C(=O)c2ccc(S(=O)(=O)N(C)c3ccccc3OC)cc2)CC1,-2,-8
CCC(=O)Nc1ccc(S(=O)(=O)NC[C@H]2O[C@@H](n3cnc4c(=O)[nH]c(N)nc43)[C@H](O)[C@@H]2O)cc1,-11,-7
CC1=C(C(=O)N2CCOCC2)CC(CC(=O)NCCN2CCOCC2)C(=O)N1Cc1ccc(C(C)(C)C)cc1 (stereo not given),-5,-2
C[C@H](CO)N1C[C@H](C)[C@@H](CN(C)S(=O)(=O)c2ccccc2F)Oc2ncc(Br)cc2C1=O,2,-4

# At a glance, two of the compounds above:
SMILES,EBI2 antag,CXCR6 inh
C[C@@H]1CN([C@H](C)CO)C(=O)CCCn2cc(nn2)CO[C@H]1CN(C)C(=O)Nc1cccc(C(F)(F)F)c1,0,0
O=C(O)CC(C(=O)O)C(=Cc1ccccc1)c1ccccc1 (stereo not given),5,0

# Later entries.
SMILES,EBI2 antag,CXCR6 inh
O=C1CCC[C@@H]2C=C[C@H](c3ccc(Br)cc3)[C@H]3CCN1[C@@H]32,7,-6
COC1C(=O)CCC2(CO2)C1(O)C1(C)OC1CC=C(C)C (stereo not given),-7,-2
CCCCN1CC(N2CCN(Cc3cccc(C)c3)CC2)CS1(=O)=O (stereo not given),4,1
CCCCN1C(=O)C(CC(=O)NCCCN(C)C)CC(C(=O)N2CCCCCC2)=C1C (stereo not given),-8,4
CCCNC(=O)C1(C)CCN(C(=O)c2ccc3ccccc3c2)C1 (stereo not given),-7,2
O=C(NCc1ccccc1)C1c2ccccc2OCC(=O)N1Cc1ccco1 (stereo not given),4,0
O=C(OCc1cn([C@H]2CN(C(=O)C3CCCCC3)[C@@H](c3ccccc3)C[C@@H]2O)nn1)c1ccccc1,10,-1
Cc1ccc(C(=O)Nc2ccc(NC(=O)c3ccccc3Cl)c(C)c2)cc1,6,5
CCN1CCN(c2ccc(S(=O)(=O)N3CCOCC3)cc2NC(=O)c2cc(F)c(F)c(F)c2F)CC1,-5,-2
O=C(c1ccc(CS(=O)Cc2ccc(Cl)cc2)o1)N1CCN(C2CCCCC2)CC1 (stereo not given),5,-3
Cc1ccc(Nc2nc(N)nc(N)c2N=O)cc1C,3,2
CC1=C(C(=O)N2CCCCCC2)CC(CC(=O)NC2CCCC2)C(=O)N1CCC1=CCCCC1 (stereo not given),11,13
CC(=O)Nc1cc(-c2ccc(C(=O)N3CCOCC3)cc2)cn2c(-c3ccc(F)c(Cl)c3)cnc12,16,7
O=C(NCc1ccc(C(F)(F)F)cc1)c1cccc2c(-c3cccnc3)coc12,3,-9
Cc1ccc(CN2C(=O)c3ccccc3C2c2nnnn2-c2ccc3c(c2)OCCO3)cc1 (stereo not given),19,5
CCOC(=O)[C@]12CCCC=C1N(Cc1cccc3ccccc13)C(=O)[C@H](CC(=O)NCc1ccc(OC)c(OC)c1)C2,0,12
OC[C@@H]1CN(Cc2ccco2)C[C@H](n2cnc3c(NC4CCCC4)ncnc32)O1,-6,-1
CC(=O)OC[C@@H]1CN(Cc2ccccc2)C[C@H](n2cnc3c(NCc4ccco4)ncnc32)O1,5,-6
Cc1c(C(=O)NCc2cccc([N+](=O)[O-])c2)sc(=O)n1Cc1ccc(F)cc1,6,4
CC(=O)Nc1cccc(Nc2ccc(C#N)cc2)c1,-3,-11
O=C(COc1ccc(Cl)cc1Cl)NC1CC1,-10,0
CC1=C(C(=O)N2CCOCC2)CC(CC(=O)NCCc2ccccn2)C(=O)N1Cc1ccccc1 (stereo not given),-11,-4
C[C@@H]1CN([C@H](C)CO)C(=O)CCCn2nncc2CO[C@@H]1CN(C)S(=O)(=O)c1ccc(C#N)cc1,4,5
O=C(Nc1ccc(C(O)c2ccccc2)cc1)[C@H]1C[C@H](O)[C@@H](CO)O1 (stereo not given in full),-5,5
CCN(Cc1cnn(C)c1)C(=O)c1ccc2nc(Cc3ccccc3F)oc2c1,-2,-1
CCc1nc2c(OCc3ccc(F)c(F)c3)cccn2c1N(C)C(=O)CC(C)C,6,-4
O=C(CC[C@H]1O[C@@H](n2cnc3c(NC(=O)c4ccccc4)ncnc32)[C@H](O)[C@@H]1O)NCCCN1CCCC1=O,-6,-8
CCC(CC)C(=O)N(C)c1c(C)nc2c(OCC=C(C)C)cccn12,1,22
COc1ccc(OC(=O)N(C)C[C@@H]2OCc3cn(nn3)CCCC(=O)N([C@@H](C)CO)C[C@H]2C)cc1,-3,1
COCCNC(=O)c1cc2c(c(-c3cccc(C#Cc4ccc(OC)c(OC)c4)c3)n1)[C@@H](CCO)N(S(=O)C(C)(C)C)C2 (stereo not given in full),2,0
C=CCN(CC=C)Cc1cc(=O)oc2cc(C)c(Cl)cc12,18,2
CC1CN=C(NS(=O)(=O)c2ccccc2)N1 (stereo not given),-1,7
CC(C)C[C@@H](CN1CCCC1CN1C(=S)NC[C@@H]1Cc1ccccc1)N1C[C@H](Cc2ccccc2)N(CC2CCCCCC2)C1=S (stereo not given in full),-6,1
COc1ccc(C(=O)N[C@H](C(=O)Nc2cccc(S(=O)(=O)N3CCOCC3)c2)C(C)C)cc1,-2,3
Cc1cc(C)cc(-n2nnc3ccccc3c2=O)c1,-11,0
CC1C(=O)OC2C1CCC1(C)C3(C)C(=O)C=CC213 (stereo not given),4,29
COc1cc(CC(=O)N2CCN(S(=O)(=O)c3ccc(C(C)C)cc3)CC2)cc(OC)c1OC,17,7
OC(c1ccccc1)c1ncc(-c2cccc(F)c2)[nH]1 (stereo not given),-2,2
O=C(Nc1cc(C(F)(F)F)ccc1N1CCCCC1)C1=COCCO1,6,8
COc1ccc(F)cc1-c1cc(C(=O)Nc2cccnc2)[nH]n1,-12,-9
CC(C)(C)Cc1c(-c2ccc(C#N)cc2)nc2c(Cl)cc(C(F)(F)F)cn12,-15,-6
CC1(C)NC(=O)N(CC(=O)Nc2ccc(-c3ccccc3)cc2)C1=O,-7,-2
COCCN(C(=O)COC(=O)c1c(C)nn(-c2ccccc2)c1C)c1c(N)n(Cc2ccccc2)c(=O)[nH]c1=O,-6,4
C[C@@H]1Cn2cnc(C(=O)Nc3ccccc3)c2C(=O)N1,-2,-1
NCc1csc(Nc2cc(Oc3ccccc3)ncn2)n1,-6,-2
COc1ccc(-n2c(-c3ccc(Cl)cc3)n[nH]c2=S)c(OC)c1,-7,-2
C[C@H]1CN([C@@H](C)CO)C(=O)CCCn2nncc2CO[C@H]1CN(C)C(=O)c1cc(-c2ccccc2)on1,4,1
C[C@H]1CN([C@@H](C)CO)C(=O)c2cc(Br)cnc2O[C@@H]1CN(C)S(C)(=O)=O,-6,-1
Cc1cc(C)cc(Cn2c3ccc(NC(=O)NCc4ccc(F)cc4)cc3c(=O)n2C)c1,-4,-13
Cc1c(CC(=O)NCC(=O)NCC(=O)N[C@@H](Cc2ccccc2)C(=O)O)c(=O)oc2c(C)c(O)ccc12,-10,-6
CC(C)c1ccc(CC(=O)N2CCC2(C)C(=O)Nc2cnc3ccccc3c2)cc1 (stereo not given),19,-5
NS(=O)(=O)c1ccc(NCc2cnc3ccccc3c2)cc1,-19,-2
O=C1NC[C@H](CCCCN2C[C@H](Cc3ccc(O)cc3)N(CCc3ccccc3)C(=O)C2=O)N(CC2CCCCC2)C1=O,-5,3
CCc1ccccc1Oc1nc2cc(-c3cccc(OC)c3)sc2c(=O)n1C,9,-3
CC(=O)Nc1cc(-c2cccc(CO)c2)cn2c(-c3cccc(C(F)(F)F)c3)cnc12,14,10
Cc1ccccc1-c1cnc2c(c1)C(=O)N([C@@H](C)CO)C[C@@H](C)[C@H](CN(C)Cc1ccccc1F)O2,-9,1
Cc1cccc(C)c1-n1nnnc1C(c1ccnc2ccccc12)N(CCN(C)C)Cc1ccccc1 (stereo not given),6,4
COc1ccccc1N1CCN(c2ccc3c(c2)S(=O)(=O)c2cccc(C(=O)NCc4cccc(F)c4)c2C3=O)CC1,-6,1
COc1ccc(S(=O)(=O)N2CCCC(c3cc(C(=O)NCc4cccnc4)no3)C2)cc1 (stereo not given),-4,1
CCS(=O)(=O)N1Cc2cc(C(=O)NCC3CC3)nc(-c3cccc(-c4cccnc4)c3)c2[C@@H]1CCO,10,-10
COc1ccc(CN2C(=O)C(CC(=O)NCc3cccs3)CC(C(=O)N3CCOCC3)=C2C)cc1 (stereo not given),-2,-6

# High-throughput results: PubChem BioAssay, Sanford-Burnham Center for Chemical Genomics
